Assay outcomes as filed in PubChem.
EWS-Fli inh: blocks EWS/Fli oncoprotein-driven transcription | 350,000 tested, 0.67% active | AID 651661 | A673 NR0B1-luciferase reporter, viability-normalised | inhibition, % at 12.6 µM;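 active = mean inhibition of at least 50% after viability correction, with every replicate also passing that limit; inconclusive = mean reaches 50% but only one of two replicates passes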;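 also: firefly luciferase signal divided by Alamar Blue viability fluorescence both relative to DMSO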
SIRT5 inh: blocks human SIRT5 desuccinylation of peptide; Purified SirT5, succinyl-peptide AMC, trypsin-coupled fluorescence; inhibition, % at 15 µM; 330,000 tested, 1.1% active; AID 652115; in the data active = inhibition above about 15%; inconclusive = no clear call, values can overlap the other calls
Target sequence (Q9NXA8 whole entry, looked up): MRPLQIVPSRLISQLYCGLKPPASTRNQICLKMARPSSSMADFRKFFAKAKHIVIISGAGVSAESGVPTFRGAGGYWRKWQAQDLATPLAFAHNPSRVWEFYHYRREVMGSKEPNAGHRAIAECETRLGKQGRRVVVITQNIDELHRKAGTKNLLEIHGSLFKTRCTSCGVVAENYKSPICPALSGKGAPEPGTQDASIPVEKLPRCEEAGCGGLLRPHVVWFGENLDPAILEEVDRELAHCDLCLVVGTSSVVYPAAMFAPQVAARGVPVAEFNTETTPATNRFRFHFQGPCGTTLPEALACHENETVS
Casp6 inh: caspase-6 (human) enzyme inhibition; P55212; purified caspase-6, Z-VEID-R110 cleavage fluorescence; inhibition, % at 12.5 µM; 350,000 tested, 0.53% active;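 active = mean inhibition across replicates at least about 35%, with every replicate also reaching that limit, limit read from the data; inconclusive = only one of the two criteria met; inactive = neither criterion met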;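 also: 0% = median of neutral control wells and 100% = no fluorescence left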
Target sequence (P55212 24-179 limits assumed): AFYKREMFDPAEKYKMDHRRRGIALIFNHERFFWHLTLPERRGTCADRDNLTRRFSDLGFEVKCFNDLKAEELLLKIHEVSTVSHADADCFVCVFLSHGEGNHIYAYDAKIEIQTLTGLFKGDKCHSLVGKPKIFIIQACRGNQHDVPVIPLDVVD
Target sequence (P55212 194-293 limits assumed): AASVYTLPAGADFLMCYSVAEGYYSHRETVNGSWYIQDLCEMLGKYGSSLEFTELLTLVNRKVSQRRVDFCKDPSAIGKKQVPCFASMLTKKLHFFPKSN
DENV2 CPE: DENV2-induced cell death inhibition; DENV2-infected cells, cytopathic effect rescue, plate reader; CPE inhibition, % at 9.99 µM; 350,000 tested, 1.7% active; AID 651640; in the data active = CPE inhibition above about 20%, passing the limit was not always enough; inconclusive = no clear call, values can overlap the other calls; tested in BHK-21 cells;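 also: 0% = median of neutral control wells and 100% = median of positive control wells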
PAX8 inh HTS: inhibitors of PAX8 transcriptional activity in RMG-I cells; 360,000 tested, 1.2% active; inhibition, % at 12.6 µM; RMG-I TPO-luciferase reporter, SteadyGlo, 24 h;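 active = mean replicate inhibition at least 60% with every replicate also reaching 60%; inconclusive = only one of the two criteria is met; inactive = mean below 60% and not all replicates reaching 60%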;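 also: luciferase light reporting Pax8 driven TPO promoter activity; plate controls were median of neutral control wells for no effect and mitoxantrone controls for full effect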
ARNT-TACC3 inh: disruptors of human ARNT/TACC3 interaction. Q9Y6A5. AlphaScreen His-ARNT PAS-B/GST-TACC3 binding, luminescence; TACC3 fragment carries E629A point mutation. inhibition, % at 9.99 µM. 390,000 tested, 0.66% active. AID 623870;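 active = mean inhibition of replicates at least 50% and at least half of replicates each reaching 50%; inconclusive = half or more replicates reach 50% but mean below 50%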;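 also: 0% = complete ARNT plus TACC3 wells and 100% = ARNT alone without TACC3; many hits fall short of the cut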
LGR2 antag: blocks bursicon-induced cAMP signaling via Drosophila LGR2. HEK293 LGR2, CRE-luciferase, bursicon-stimulated, 4 h. inhibition, % at 9.99 µM. 380,000 tested, 0.35% active. AID 720647;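 active = drop in luminescence signal, shown as inhibition above about 50% in the replicate tests, limit read from the data, passing the limit was not always enough; inconclusive = probably only some replicates passing the limit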;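 also: agonist challenge used bursicon conditioned medium at about half maximal strength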
An asterisk follows results filed as active; ? = inconclusive; . = no result given.

SMILES	EWS-Fli inh	SIRT5 inh	Casp6 inh	DENV2 CPE	PAX8 inh HTS	ARNT-TACC3 inh	LGR2 antag
Cc1ccc(S(=O)(=O)Nc2ccc3c(c2)C(=O)N([C@@H](C)CO)C[C@@H](C)[C@@H](CN(C)S(=O)(=O)c2c(C)noc2C)OCCCC[C@@H](C)O3)cc1	10	13	3	28*	51	-9	7
CC(O)[C@H]1CN=C(N)N1CC1CCCCC1 (some centres not stated)	-3	16*	-1	3	-19	-4	-6
CCCC(NC(=O)Cc1c(C)c2c(cc(C)c3c(C)coc32)oc1=O)C(=O)O (configuration not stated)	-10	-12	1	2	3	-5	20
CN(Cc1ccc(F)cc1)C(=O)CN1CCN(S(=O)(=O)c2ccc3c(c2)OCCCO3)CC1	12	0	11	14	40	.	-15
CSc1sc(C(=O)OC(C)C)c2c1C(=O)CC(C)(C)C2	5	-4	1	5	-1	4	.
COc1ccc(S(=O)(=O)N2CCOCC2)cc1NC(=O)CC1CCCC1	3	-3	4	19	-15	-3	15
COCc1c(C(=O)OCC(=O)NCCN2C(=O)CSC2=O)oc2ccccc12	.	.	.	.	8	0	-9
CCCNC(=O)C1(C)CCCN(Cc2csc3ccccc23)C1 (configuration not stated)	8	-7	1	-7	-2	.	-8
CCOc1cc(/C=N/NC(=O)c2cc(-c3ccccc3)nc3ccccc23)ccc1O	14	-4	-4	-1	9	-24	19
Cc1cccc2cc3c(N)c(C(=O)N4CCCc5ccccc54)sc3nc12	.	.	.	.	23	-1	-4
O=C(O)c1cc(-c2cccc([N+](=O)[O-])c2)n[nH]1	3	1	0	0	13	-3	5
O=C(O)Cc1sc(Nc2cccc3ccccc23)nc1-c1ccccc1	7	-3	1	-5	12	-8	-21
CS(=O)(=O)N1[C@@H](C#N)[C@@H](c2ccc(C#CC3CCCCC3)cc2)[C@@H]1CO	-6	2	2	-19	0	-11	1
CC(C)OC(=O)c1ccc(S(N)(=O)=O)o1	.	.	.	.	-48	4	-3
CNC(=O)c1ccccc1Sc1cccc2cccc(C(=O)O)c12	9	-1	-1	0	1	4	-14
CCC(=O)N1[C@H](CNC(=O)CN2CCOCC2)[C@H](c2ccccc2)[C@@H]1CO	-2	.	.	14	8	-10	7
Cc1ccc(CN2C(=O)NC(Cc3c[nH]c4ccccc34)C2=O)cc1 (configuration not stated)	.	.	.	.	2	-6	-14
CC(=O)c1sc(NC(=O)CN2C(=O)C3CCCCC3C2=O)nc1-c1ccccc1 (configuration not stated)	0	2	6	6	21	8	-1
O=C(C[C@H]1C[C@H]2c3cc(NS(=O)(=O)c4ccccc4)ccc3O[C@H]2[C@H](CO)O1)N1CCCCC1	6	5	-2	-9	0	-5	8
C/C(N)=C(/C#N)C(=O)COC(=O)CNS(=O)(=O)c1ccc(F)c(F)c1F	4	-3	7	-5	10	-1	-3
Cc1ccc(CNC(=O)COC(=O)C2CCC2)cc1	-1	-6	-3	-5	-14	-6	-4
Cc1oc(-c2ccc(Cl)cc2)nc1CS(=O)CC(=O)NC1CCCCC1 (configuration not stated)	-11	-4	.	-5	-4	1	9
COc1cc2[nH]c(=S)n(Cc3ccc(F)cc3)c(=O)c2cc1OC	11	3	-2	-4	-4	-7	-5
Cn1c(O)c(C=Nc2ccc(N3CCOCC3)cc2)c(=O)n(C)c1=S	1	2	5	3	13	.	.
O=S(=O)(c1ccccc1)N1[C@@H]2CNc3ccccc3[C@@H]2[C@@H]1CO	4	-2	1	5	-13	1	9
Remaining list, next part.
SMILES	EWS-Fli inh	SIRT5 inh	Casp6 inh	DENV2 CPE	PAX8 inh HTS	ARNT-TACC3 inh	LGR2 antag
CC(C)NC(=O)N(C)C[C@H]1Oc2ccc(NS(=O)(=O)c3ccccc3)cc2C(=O)N([C@@H](C)CO)C[C@@H]1C	4	2	1	2	-23	2	-17
COc1ccc(NC(=O)N(C)C[C@H]2Oc3c(NS(=O)(=O)c4ccccc4)cccc3C(=O)N([C@@H](C)CO)C[C@H]2C)cc1	-7	.	.	.	-5	.	-13
Cc1ccc(C)c(NS(=O)(=O)c2csc(C(N)=O)c2)c1	-1	-3	0	-3	-16	-1	8
CCCc1cc(C(=O)N2CCCC(C(=O)c3cc(C)c(OC)c(C)c3)C2)n(C)n1 (configuration not stated)	.	-2	-1	-1	21	-6	-15
NC(=O)c1ccsc1NC(=O)COC(=O)c1cc(=O)[nH]c2ccccc12	1	-1	2	7	-24	-1	-11
COc1cc(C#N)c(NC(=S)N2CCN(C(=O)c3ccco3)CC2)cc1OC	5	-1	2	-1	12	.	4
C[C@@H]1CN([C@@H](C)CO)C(=O)c2cc(NS(=O)(=O)c3ccccc3)ccc2O[C@@H](C)CCCCO[C@H]1CN(C)C(=O)CCCN(C)C	-15	-4	-14	8	-3	9	-3
Cc1cc(C(=O)Cn2ncc(Cl)c(Cl)c2=O)c(C)n1CC(F)(F)F	17	-2	3	5	2	.	.
Cc1occc1C(=O)Nc1nnc(-c2cccs2)s1	-96	-4	0	-1	-123	-6	-68
COCCNC(=O)c1onc(CSc2cc(C)cc(C)c2)c1C(=O)O	-10	-21	0	.	1	-1	-2
CC(O)CNc1ccc([N+](=O)[O-])cc1S(=O)(=O)N1CCOCC1 (configuration not stated)	-3	11	5	.	-6	0	-11
CC(OC(=O)c1cc(S(=O)(=O)N(C)c2ccccc2)ccc1Cl)C(=O)Nc1ccc2c(c1)OCCO2 (configuration not stated)	.	.	.	.	12	2	5
COc1ccc(-c2cc(C(=O)NCC3CCCO3)c3ccccc3n2)cc1 (configuration not stated)	-8	-4	1	5	-30	-4	-20
CN(C)c1ccc(/C=N/NC(=O)c2ccco2)cc1	-48	3	2	-2	-18	-8	36
CCc1nnc(NC(=O)CCC(=O)O)s1	3	.	-3	9	5	-5	4
N#Cc1ccc(-c2ccc3c(c2)[C@H]2[C@H](CCN2C(=O)C2CCC2)[C@@H](CO)N3)cc1	4	-4	1	15	8	.	-2
O=C1/C(=C/c2cccc(O)c2)SC(=S)N1CC1CCCO1 (configuration not stated)	-31	0	0	-4	3	-3	-23
CN(c1ccccc1)S(=O)(=O)c1ccc(C(=O)OCC(=O)NCc2cccs2)cc1	-1	-9	3	4	1	27	1
Cc1sc2cc(-c3cccc([N+](=O)[O-])c3)c(-c3cccc([N+](=O)[O-])c3)c[n+]2c1C	.	.	.	.	5	-5	-4
COc1ccccc1-n1c(COc2ccccc2-c2ccccc2)nnc1SCC(=O)c1c(N)n(C)c(=O)n(C)c1=O	-41	-4	-7	1	-12	20	2
CCc1ccc(OCC(=O)N2CC(C(N)=O)Oc3ccccc32)cc1 (configuration not stated)	1	-13	-2	0	-6	0	2
COC(=O)c1c(NC(=O)COC(=O)c2ccc(O)cc2)sc2c1CCCCC2	-12	-1	13	0	3	.	10
Cc1ccccc1OCCN1CCC(Cc2ccccc2)CC1	3	-4	-4	-4	-5	1	13
O=C(/C=C/[C@H]1O[C@@H](n2ccc(=O)[nH]c2=O)[C@H](O)[C@@H]1O)NCCN1CCCCC1	-2	-1	-5	5	11	.	8
C[C@@H](N)C(=O)N[C@H]1CCC2C3CC=C4C[C@@H](O)CC[C@]4(C)C3CC[C@@]21C (some centres not stated)	13	.	-4	0	2	-4	14
More entries
SMILES	EWS-Fli inh	SIRT5 inh	Casp6 inh	DENV2 CPE	PAX8 inh HTS	ARNT-TACC3 inh	LGR2 antag
c1cncc(-c2nnc3n2CCC3)c1	7	-1	0	4	.	11	1
CCC(C)Nc1nc2c(C)cccn2c(=O)c1C=Nc1ccc(OC)cc1 (configuration not stated)	0	-3	41*	.	-1	5	2
O=C(O)c1cccc2c1-c1ccc(Cl)cc1C2=O	-2	-2	-1	1	.	1	-6
COc1ccc(CCNC(=O)COC(=O)Cc2c[nH]c3ccccc23)cc1OC	-6	-1	2	3	.	0	-8
CC1CCC(NC(=O)c2nn(C)c3c2CSc2ccccc2-3)CC1 (configuration not stated)	.	0	2	13	-24	2	-18
Cc1ccc(C(=O)NCC(=O)N(C)Cc2cccc(F)c2)s1	-12	-4	-2	4	-18	-1	-14
CNC(=O)C[C@H]1CC[C@H]2[C@@H](COc3ccc(NC(=O)c4cc(C)on4)cc3C(=O)N2C)O1	4	.	.	4	-8	-3	8
COc1ccc(OCC(O)CN2CCN(c3ccc(Cl)cc3)CC2)cc1 (configuration not stated)	9	-6	-2	-1	19	-4	6
COc1ccc(CN2[C@@H]3CN(C(=O)c4ccccc4)c4ccccc4[C@@H]3[C@@H]2CO)cc1	0	-2	0	0	12	1	2
Cc1ccc(S(=O)(=O)N(C)C)cc1NC(=S)N1CCN(Cc2ccc3c(c2)OCO3)CC1	15	-1	-5	2	-46	-1	7
CN(C)Cc1c(O)ccc2c1O/C(=C\C=C\c1ccccc1)C2=O	75*	3	-10	5	77*	4	-40
CC(C)NC(=O)N[C@@H]1CC[C@@H](CCNC(=O)C2CCC2)O[C@@H]1CO	-4	0	2	16	2	-15	19
NC1=NC(=O)/C(=C/c2c(OS(=O)(=O)c3ccc(Cl)cc3)ccc3ccccc23)S1	-15	.	-1	16	44	-2	12
CCOC(=O)N1CCN(C(=O)COc2ccc3ccccc3c2Br)CC1	.	-4	3	1	1	1	-24
N#Cc1cccc(C#N)c1NCC1CCCO1 (configuration not stated)	2	-3	2	10	-12	-6	0
CC1CCC(NC(=O)COC(=O)c2ccco2)CC1 (configuration not stated)	-2	-2	0	7	0	-3	-15
Cc1cccc(S(=O)(=O)N[C@@H]2CC[C@@H](CCNC(=O)c3cnccn3)O[C@@H]2CO)c1	-1	2	4	31*	8	-4	5
COc1ccc(CCNC(=O)CS(=O)(=O)c2cn(CC(=O)N(C(C)C)C(C)C)c3ccccc23)cc1OC	7	-1	9	-7	.	-1	4
CCCNC(=O)NC[C@@H]1[C@@H](c2ccc(C3=CCCC3)cc2)[C@@H](CO)N1C(C)=O	-5	.	.	?	0	1	14
COc1ccc(C#Cc2cnc3c(c2)C(=O)N([C@@H](C)CO)C[C@@H](C)[C@@H](CN(C)C(=O)c2ccccc2F)O3)cc1	-2	3	1	?	.	2	-3
O=C(NC1CCC1)[C@@H]1[C@@H](CO)[C@@H]2Cn3c(cccc3=O)[C@H]1N2CC1CCCC1	-3	-1	0	?	.	.	-4
C=CCNC(=S)N(Cc1ccccc1)Cc1ccccc1	-4	-2	-2	-8	12	-5	18
CCOc1cc(C(=O)NCc2ccccc2)ccc1OCC(=O)N1CCCCC1	0	-4	-1	7	0	11	2
Cc1c(NC(=O)C(C)OC(=O)c2cc(Cl)ccc2O)c(=O)n(-c2ccccc2)n1C (configuration not stated)	4	-4	-1	31*	2	-12	-2
Cn1cccc1C(NC(=O)c1ccccc1)C(Cl)(Cl)Cl (configuration not stated)	-6	-5	1	3	-4	-6	-4

Molecules shown so far containing a nitro group on carbon, in the order listed:
SMILES	EWS-Fli inh	SIRT5 inh	Casp6 inh	DENV2 CPE	PAX8 inh HTS	ARNT-TACC3 inh	LGR2 antag
O=C(O)c1cc(-c2cccc([N+](=O)[O-])c2)n[nH]1	3	1	0	0	13	-3	5
CC(O)CNc1ccc([N+](=O)[O-])cc1S(=O)(=O)N1CCOCC1 (configuration not stated)	-3	11	5	.	-6	0	-11
Cc1sc2cc(-c3cccc([N+](=O)[O-])c3)c(-c3cccc([N+](=O)[O-])c3)c[n+]2c1C	.	.	.	.	5	-5	-4

The listing continues:
SMILES	EWS-Fli inh	SIRT5 inh	Casp6 inh	DENV2 CPE	PAX8 inh HTS	ARNT-TACC3 inh	LGR2 antag
CCOc1ccccc1/C=N/NC(=O)c1cccc(S(=O)(=O)N(CC)CC)c1	0	-2	-2	4	6	-8	11
Cc1ccccc1-c1cnc2c(c1)C(=O)N([C@@H](C)CO)C[C@@H](C)[C@@H](CN(C)C(=O)c1ccncc1)O2	6	-3	-2	-4	.	1	-13
COc1cccc(S(=O)(=O)Nc2ccc3c(c2)[C@H]2C[C@H](CC(=O)NCc4ccc(Cl)cc4)O[C@@H](CO)[C@H]2O3)c1	3	1	-2	1	31	-2	-1
COc1cc(NC(=O)CN(c2cc(C)cc(C)c2)S(=O)(=O)c2c(C)noc2C)cc(OC)c1	9	.	0	18	7	-1	10
COc1ccccc1CN1CCNC(=O)C1CC(=O)NC1Cc2ccccc2C1 (configuration not stated)	-5	-2	-2	-9	27	.	.
Cc1onc(-c2ccccc2Cl)c1C(=O)NCc1nnnn1-c1ccc(F)c(F)c1	2	9	1	-2	-5	.	3
